# Assay outcomes: PubChem, several laboratories
# Dynein transport: dynein cargo transport inhibition. 3617.4 mouse cells, GR-EGFP nuclear translocation imaging; test concentration mostly 20 µM; stimulated with dexamethasone, 1 µM; active compounds read low. z-score, hits read low. 220,000 tested, 0.47% active. AID 1381;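 active = plate z-score of nuclear minus cytoplasmic receptor signal below a set negative limit, without overly bright fluorescence or cell loss, cut at about -3.5 in these data, passing the limit was not always enough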;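 note: z-score of nuclear minus cytoplasmic ring GR-EGFP intensity difference per well; some compounds called inactive have numbers as strong as hits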
#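 Buffer or medium: Induction medium lacking tetracycline, stripped serum | Also added: Dexamethasone agonist, 1.0 µM final, for 30 min | Timing: 48 h induction, 1 h compound, 30 min dex at 37 °C | Detection: Formaldehyde fixation, Hoechst nuclear stain, 10x automated fluorescence imaging | Measure: Nuclear versus cytoplasmic GR-EGFP signal, averaged per well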
# MT stabilizer: microtubule stabilization, imaging screen; HeLa tubulin immunostaining HCS, 24 h; share of cells brighter than vehicle mean+2SD; % tubulin-high responders, % at 10 µM; 200,000 tested, 0.83% active;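 active = plate Z-score above 3 for both tubulin-high and condensed-nucleus cell shares, with cell loss under 80%, at 10 µM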;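 note: anti alpha tubulin signal scored within the nucleus-defined area of each cell; some results filed as inactive read as strong as hits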
# bCat nuc transl: alters nuclear translocation of beta-catenin in HeLa cells; AID 1665; 190,000 tested, 0.3% active; immunofluorescence imaging; nuclear translocation activity, % at 5 µM;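 active = nuclear translocation activity above 50% at 5 µM, with a well cell count of 50 or more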;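 note: per-cell ratio of nuclear to cytoplasmic median beta-catenin stain intensity; plate controls were DMSO negative control for no effect and GSK-3 inhibitor IX positive control for full effect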
#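 Assay system: human HeLa cells, native beta-catenin; doses: 5 µM primary, 0.02–20 µM confirmation; incubation: compound treatment 24 h, 37°C, 5% CO2; technique: fluorescence imaging of beta-catenin antibody stain plus DAPI; measure: % activation, nuclear-to-cytoplasmic median beta-catenin signal ratio per cell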
# Insulin prom up: MIN6 insulin promoter up-regulation. MIN6 insulin promoter-GFP reporter, high-content imaging; active compounds read high. z-score at 5 µM. 190,000 tested, 0.3% active. AID 1625;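 active = z-score above 3 at 5 µM with at least 500 cells counted in the well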
# Autophagy HCS: modulators of autophagy. MEF GFP-LC3 puncta imaging; test concentration mostly 10 µM. calls only at 10 µM (by protocol). 190,000 tested, 0.98% active;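 active = percentage of spot-positive cells more than 3 SD above its plate mean, without a fluorescence outlier flag or 80% toxicity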;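 note: spot-positive cell cutoff set from DMSO-treated cells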
# Yfh1-off respiration: enhancers of respiration in Yfh1-depleted yeast, dose response, Friedreich's ataxia, plus single-dose screen (AID 1465); S. cerevisiae Yfh1-off respiration, WST-1 reduction, 72 h; higher fold induction means a stronger effect; fold induction at 50 µM; hits with a dose series show EC50 in µM; 220,000 tested, 0.074% active;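 active = fold induction of absorbance versus untreated yeast above a set limit, then at least 30% activation at any dose in follow-up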;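 note: activators that raise dye reduction in frataxin-depleted yeast; strong numbers were not always called active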
# WT yeast gro inh: growth inhibition of WT yeast, mitochondrial fusion screen; mitochondrial fusion phenotypic screen, WT strain; inhibition, % at 10 µM; 190,000 tested, 2.1% active; AID 1362; in the data active = inhibition above about 58%; tested in S. cerevisiae
# PMI inhibitors: MPI enzyme activity inhibition – biochemical, fluorescence intensity, coupled assay, primary screen (AID 1209); 190,000 tested, 0.42% active; one-dose inhibition, % at 20 µM; IC50 in µM for titrated hits; purified PMI enzyme, coupled fluorescence intensity; higher % means a stronger effect;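 note: plate controls were DMSO vehicle for no effect and wells lacking substrate for full effect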
# human PMI inhibitors: MPI inhibition at elevated mannose 6-phosphate – biochemical, fluorescence intensity, high mannose 6-phosphate, primary screen (AID 1220) | recombinant PMI enzyme, coupled fluorescence intensity; higher % means a stronger effect | one-dose inhibition, % at 20 µM; IC50 in µM for titrated hits | 190,000 tested, 0.66% active
# WT yeast gro inh mutant strain: recorded beside WT yeast gro inh, whose call it bears; inhibition, %; mitochondrial fusion phenotypic screen, mutant strain inhibition
# Dynein transport cytoplasmic EGFP: also measured in Dynein transport; calls as there; z-score; measured here: cytoplasmic GR-EGFP intensity; active compounds read high
# Dynein transport nuclear GR-EGFP: also measured in Dynein transport; calls as there; z-score; measured here: nuclear GR-EGFP intensity;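 lower value marks the stronger effect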
# Dynein transport cell count: second read-out of Dynein transport, no call of its own (marks repeat the call); z-score; measured here: cell count per field
# Insulin prom up cell count: second read-out of Insulin prom up, no call of its own (marks repeat the call); cell count; measured here: cytotoxicity, nuclei count;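 total cells summed across four imaged fields per well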
# bCat nuc transl cell count 5 µM: second read-out of bCat nuc transl, no call of its own (marks repeat the call); cell count; measured here: cell count, cytotoxicity flag
# MT stabilizer Hoechst-high %: further read-out of MT stabilizer, marked with its call; % Hoechst-high responders; measured here: nuclear condensation Hoechst responders;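 share of cells brighter than vehicle mean plus two SD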
# MT stabilizer cytotoxicity %: further read-out of MT stabilizer, marked with its call; toxicity, %; measured here: cytotoxicity by cell density;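 0% = mean cell density of plate MIN control wells and 100% = no cells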
# Autophagy HCS cell loss 18 h: recorded beside Autophagy HCS, whose call it bears; toxicity, %; measured here: cell loss, nuclei count;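 cell loss after 18 h compound exposure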
# Active calls of the source: *; i = inactive; . = not tested or not shown. Cut-off read from the data, not from the text of the source, unless noted: active = inhibition above about 50%; inactive = the rest.
# The line under a structure holds: Dynein transport	Dynein transport cytoplasmic EGFP	Dynein transport nuclear GR-EGFP	Dynein transport cell count	MT stabilizer	MT stabilizer Hoechst-high %	MT stabilizer cytotoxicity %	bCat nuc transl	bCat nuc transl cell count 5 µM	Insulin prom up	Insulin prom up cell count	Autophagy HCS	Autophagy HCS cell loss 18 h	Yfh1-off respiration	WT yeast gro inh	WT yeast gro inh mutant strain	PMI inhibitors	human PMI inhibitors
- O=C(Nc1nccs1)C1CC(=O)N(Cc2ccco2)C1 (stereo unspecified)
  -0.013	-0.32	-0.49	0.11	1.0	2.0	6.9	0.3	1091	0.57	1331	i	-6	i	-7	3	-26%	-15%
- NC(=S)c1c(Cl)cc(C(F)(F)F)cc1Cl
  -0.74	-0.16	-0.31	0.25	.	.	.	-1.1	1113	-0.48	1502	.	.	i	.	.	.	.
- NS(=O)(=O)c1ccc(N/N=C/c2ccc[nH]2)c([N+](=O)[O-])c1
  0.24	-0.24	-0.29	-0.25	.	.	.	-0.6	1359	0.38	1223	.	.	i	.	.	.	.
- CC1CCN(C(=O)CCCOc2ccc(Cl)cc2)CC1
  0.33	-0.19	0.14	0.19	4.6	2.4	5.7	2.0	985	.	.	i	-2	i	4	-6	8%	12%
- CCC(C)NCCCCOc1ccc(Cl)cc1C (stereo unspecified)
  -0.37	-0.31	0.41	0.37	2.0	1.9	4.2	-3.5	554	0.31	1236	i	18	i	7	12	-6%	-12%
- O=C(Nc1ccc(Cl)cc1)Nc1nnc(Cc2ccc([N+](=O)[O-])cc2)s1
  -0.85	-0.22	-0.59	0.076	3.8	3.3	7.2	-0.7	1035	-0.15	1469	i	9	i	-9	3	1%	-3%
- COc1c(C)cccc1C(=O)NC(=S)Nc1ccc2c(c1)Cc1ccccc1-2
  1.2	-0.22	-0.6	-0.22	2.0	1.8	0.6	3.8	1374	1.2	1520	i	2	.	3	1	12%	8%
- Cc1ccc(C(=O)Oc2cc(N)n(S(=O)(=O)c3ccc(C)cc3)n2)cc1
  -0.83	-0.23	-0.3	0.56	3.0	2.1	5.2	0.5	1097	0.04	1329	i	4	i	-2	3	5%	11%
- Cc1[nH]c2ccccc2c1SCC(=O)N1CCCc2ccccc21
  -0.25	-0.24	-0.12	0.1	2.5	2.7	8.7	-3.9	1085	1.9	2083	.	.	i	-4	2	22%	16%
- COc1ccc(NC(=O)N(Cc2cccnc2)Cc2ccccc2Cl)c(OC)c1
  -0.44	-0.0048	-0.062	0.5	6.8	2.8	2.7	.	.	.	.	i	11	i	-1	2	.	.
- O=C(NCc1ccco1)c1ccc([N+](=O)[O-])o1
  -1.2	-0.35	-1.1	1.3	3.1	2.3	4.5	7.5	1006	-0.13	973	i	-17	i	-17	-27	-19%	2%
- O=C(Nc1cccn2ncnc12)c1ccc(Cl)cc1Cl
  2.3	-0.17	1	-1.5	1.3	1.0	0.8	1.4	1379	0.24	1587	i	-7	i	-10	-1	10%	10%
- Cc1cc(NC(=O)CCC(=O)N(CC(=O)NC2CCCC2)Cc2ccc3c(c2)OCO3)no1
  0.41	-0.18	0.42	-0.36	1.6	2.0	0.4	0.2	995	-0.45	1698	i	14	i	-6	-6	0%	4%
- Cc1ccc(S(=O)(=O)N2CCCN(S(=O)(=O)c3ccc4c(c3)OCCO4)CC2)cc1
  -0.14	-0.2	0.11	0.018	2.1	2.0	5.1	-1.9	879	-0.99	1034	i	2	i	23	15	-1%	-1%
- CCCC(=O)Nc1nc2ccc(OCC)cc2s1
  0.27	-0.08	0.52	-0.95	4.7	2.8	6.5	2.0	1107	-1.2	1177	.	.	i	11	9	9%	6%
- CCc1ccc(N2C(=O)C3C4CCC(C4=C(C)C)C3C2=O)cc1 (stereo unspecified)
  -0.35	-0.021	-0.18	0.16	4.9	2.5	4.5	2.2	449	0	1160	i	-3	i	-3	-5	-5%	-11%
- CCOC(=O)C1Cc2ccccc2CN1 (stereo unspecified)
  1.2	-0.058	0.79	-0.59	5.3	2.9	5.1	-4.4	855	0.57	1129	i	13	i	7	-17	-3%	1%
- CCCC1CCC(=C(C#N)C(N)=O)CC1 (stereo unspecified)
  -0.58	-0.22	-0.46	1.5	2.2	2.2	5.2	.	.	0.01	1368	i	16	i	0	4	-6%	0%
- CC(C)(C)C(=O)Nc1ccc(-c2cc3cc(Cl)ccc3o2)cc1
  -0.77	0.15	0.008	0.96	.	.	.	-0.8	1294	-0.41	1072	.	.	i	.	.	.	.
- S=C(Nc1ccc(Cl)cc1)c1nc2ccccc2s1
  -0.075	-0.19	0.5	0.25	3.8	1.9	2.7	8.9	1240	-0.47	1433	i	-17	i	13	30	-2%	0%

# Next section, starting with the last 3 of the part before.
# The line under a structure holds: Dynein transport	Dynein transport cytoplasmic EGFP	Dynein transport nuclear GR-EGFP	Dynein transport cell count	MT stabilizer	MT stabilizer Hoechst-high %	MT stabilizer cytotoxicity %	bCat nuc transl	bCat nuc transl cell count 5 µM	Insulin prom up	Insulin prom up cell count	Autophagy HCS	Autophagy HCS cell loss 18 h	Yfh1-off respiration	WT yeast gro inh	WT yeast gro inh mutant strain	PMI inhibitors	human PMI inhibitors
- CCCC1CCC(=C(C#N)C(N)=O)CC1 (stereo unspecified)
  -0.58	-0.22	-0.46	1.5	2.2	2.2	5.2	.	.	0.01	1368	i	16	i	0	4	-6%	0%
- CC(C)(C)C(=O)Nc1ccc(-c2cc3cc(Cl)ccc3o2)cc1
  -0.77	0.15	0.008	0.96	.	.	.	-0.8	1294	-0.41	1072	.	.	i	.	.	.	.
- S=C(Nc1ccc(Cl)cc1)c1nc2ccccc2s1
  -0.075	-0.19	0.5	0.25	3.8	1.9	2.7	8.9	1240	-0.47	1433	i	-17	i	13	30	-2%	0%
- CN(C)/C=C/C(=O)c1ccc(S(=O)c2ccccc2)cc1 (stereo unspecified)
  0.22	-0.21	0.047	0.16	3.1	2.6	9.9	0.1	1143	0.01	1318	i	-12	i	-52	-4	4%	12%
- COc1ccccc1NC(=O)c1ccc2c(c1)nnn2C
  0.89	-0.17	-0.031	-0.76	2.2	3.2	3.0	0.0	1589	-0.09	1320	i	-5	i	-20	-4	0%	-1%
- CC(=O)c1nc(N2C(=O)CC(Cc3ccc(C)cc3)C2=O)sc1C (stereo unspecified)
  -0.22	-0.22	-0.27	-0.012	2.0	3.3	8.7	1.2	1318	-0.08	1599	i	6	i	-18	14	8%	7%
- O=C(CCCc1nc2ccccc2s1)NC(c1ccccc1)c1ccccc1
  1.7	-0.25	1	-0.76	3.5	2.3	3.2	1.1	1107	0.44	1430	i	1	i	-17	-12	2%	-4%
- C/C(=N/NC(=O)CC(=O)N/N=C(\C)c1ccc([N+](=O)[O-])cc1)c1ccc([N+](=O)[O-])cc1
  0.28	-0.22	0.62	-0.74	.	.	.	0.4	1297	-0.33	1102	.	.	i	.	.	.	.
- O=C(c1ccc(-n2cnnn2)cc1)N1CCOCC1
  -0.5	0.29	0.16	-0.29	5.0	1.0	8.0	-7.2	930	0.06	1413	i	11	i	-4	-1	4%	4%
- O=C(c1ccc(C(F)(F)F)cc1)C1CCCN(C(=O)CN2CCCC2=O)C1 (stereo unspecified)
  -0.6	-0.29	-0.18	0.9	3.2	1.9	5.9	-0.8	1557	0.9	1541	i	6	i	-1	0	4%	2%
- Cc1nc(NC(=O)C23CCC(C)(C(=O)O2)C3(C)C)sc1C (stereo unspecified)
  3.2	-0.07	1.9	-1.2	4.3	2.5	3.6	.	.	0.3	1279	i	-3	i	1	-18	15%	10%
- Cc1cccc(-c2nc3ccccc3c(=O)n2NC(=O)c2cccs2)c1
  0.62	-0.28	0.24	0.36	1.8	1.6	10	-1.5	1045	-0.8	1477	i	3	i	-8	-8	9%	-4%
- CCc1ccc(C2CC(c3ccccc3)n3ncnc3N2)cc1 (stereo unspecified)
  0.33	-0.2	0.2	-0.08	4.3	3.2	7.5	.	.	-0.63	939	i	2	i	9	22	-6%	-8%
- COc1cccc(Cn2c(Oc3ccccc3)nc3c2c(=O)n(C)c(=O)n3C)c1
  -0.86	-0.22	-0.18	0.57	3.0	2.9	1.7	1.8	921	-0.25	1567	i	2	i	4	8	7%	4%
- Cc1ccc(CN2CCN(/N=C/c3cccnc3)CC2)c(C)c1
  -0.87	-0.26	-0.71	0.77	2.9	2.6	10	-0.2	500	-0.24	1343	i	4	i	0	-7	-8%	-11%
- C/C(=N\NC(=O)C1(C)NC(C)(C)Cc2ccccc21)c1ccccc1 (stereo unspecified)
  1.9	0.2	2	-2.4	1.4	1.5	1.0	0.8	1522	0.21	1495	i	-7	i	28	11	0%	-4%
- O=C(O)CCc1ccc(-c2ccc(Br)cc2)n1Cc1ccco1
  -0.29	-0.18	0.11	0.54	2.2	2.3	18	-1.7	1173	-0.96	1212	i	3	i	5	0	17%	8%
- Cc1c(Br)c(C(F)(F)F)nn1CC(=O)NCCCn1ccnc1
  -0.44	-0.36	-0.7	1.5	2.0	1.2	7.4	0.8	1518	-0.1	1486	i	-15	i	-13	-3	9%	4%
- Cn1c(CNC(=O)c2ccco2)nnc1SCC(=O)N1c2ccccc2Sc2ccccc21
  -1.1	-0.19	-0.25	0.59	3.3	0.8	5.9	-1.3	1197	-1.6	1275	i	-1	i	-22	-3	12%	-2%
- Cn1cnnc1SCc1ccc(C(=O)n2ncc(C#N)c2N)cc1
  1.4	-0.18	0.9	-0.21	4.3	2.6	4.9	0.0	1168	-0.24	1189	i	-8	i	1	6	9%	4%
